aSyn tox rescue – rescues yeast growth from alpha-synuclein toxicity | S. cerevisiae alpha-synuclein toxicity rescue, BacTiter-Glo growth, 24 h | 0.02% of 94,000 active | AID 1347070 | Potency, µM (series often up to 46.1 µM), inactives show at the highest dose growth rescue (activation), actives largely listed as activators; active = well fitted activation curve with a large enough effect; inconclusive = small, poorly fitted or top-dose-only effect; note: 0% is about no effect
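Growth restoration measured by BacTiter-Glo luminescence after 24 hr at 30 deg C; alpha-synuclein yeast, raffinose-pregrown to mid-log, were added at OD600=0.02 in galactose medium onto pinned compounds.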
* marks the source's active call; other numbers are inactive results; ? = inconclusive; [ ] = remark or other dose. Potency is the fitted concentration of half-maximal effect.

The opening 7 entries as a preview:
structure | aSyn tox rescue
CC(OC(=O)CCC(=O)c1ccccc1)C(=O)Nc1ccc(F)cc1 (stereo unspecified) | 0.2%
O=C(NCc1ccccc1)c1ccc2nc(N3CCOCC3)sc2c1 | -1.5%
CCn1cc(S(=O)(=O)c2cccc(Cl)c2)c(=O)c2cc(F)c(N3CCN(C)CC3)cc21 | 5.7%
C=CCNC(=O)/C(=C/c1ccc(Br)cc1)NC(=O)c1ccccc1OC | -0.3%
O=C(Cn1cc(C(=O)C2CC2)c2ccccc21)Nc1ccc(Br)cc1 | -10.9%
CCN(CCO)C(=S)Nc1cc(S(=O)(=O)N(C)C)ccc1C | -1.7%
O=C(COC(=O)Cn1nnc2ccccc21)Nc1ccccc1Br | -1.6%

The list itself (from the top)
structure | aSyn tox rescue
CC(OC(=O)CCC(=O)c1ccccc1)C(=O)Nc1ccc(F)cc1 (stereo unspecified) | 0.2%
O=C(NCc1ccccc1)c1ccc2nc(N3CCOCC3)sc2c1 | -1.5%
CCn1cc(S(=O)(=O)c2cccc(Cl)c2)c(=O)c2cc(F)c(N3CCN(C)CC3)cc21 | 5.7%
C=CCNC(=O)/C(=C/c1ccc(Br)cc1)NC(=O)c1ccccc1OC | -0.3%
O=C(Cn1cc(C(=O)C2CC2)c2ccccc21)Nc1ccc(Br)cc1 | -10.9%
CCN(CCO)C(=S)Nc1cc(S(=O)(=O)N(C)C)ccc1C | -1.7%
O=C(COC(=O)Cn1nnc2ccccc21)Nc1ccccc1Br | -1.6%
COc1ccc(CCNC(=O)c2ccc(-n3c(C)cc4c3CCCC4)cc2)cc1OC | -5.2%
Cc1cc(NC(=O)c2cnc3c(-c4ccccc4)c(C)nn3c2C)ccc1Br | 1.1%
O=C(Nc1nc2ccc(F)cc2s1)c1ccc([N+](=O)[O-])o1 | -8.2%
O=C(O)/C=C/c1ccc(S(=O)(=O)Nc2ccc3[nH]c(=O)[nH]c3c2)cc1 | -5.3%
COC(=O)c1cc2sccc2n1Cc1nc(-c2ccc(Cl)cc2)oc1C | 0.5%
Cc1ccc(S(=O)(=O)Nc2cc3c(cc2N2CCOCC2)n(C)c(=O)n3C)cc1 | 6.7%
Cc1sc2ncn(/N=C/c3ccco3)c(=O)c2c1C | -3.0%
CCN(C(=O)C1CCN(S(=O)(=O)c2c(C)noc2/C=C/c2ccc(C)cc2)CC1)c1cccc(C)c1 | 2.3%
CCOc1ccc(N2CC(C(=O)NC3CCCCCC3)CC2=O)cc1 (stereo unspecified) | -2.0%
COc1cccc(-c2nc(CS(=O)CC(=O)NCc3ccccc3Cl)c(C)o2)c1 (stereo unspecified) | -12.2%
CCOc1ccc(NC(=O)N2CCN(Cc3cc(=O)n4nc(-c5ccc(OC)cc5)sc4n3)CC2)cc1 | -2.6%
COc1ccc(OC)c(NC(=O)COCc2cc(-c3ccco3)on2)c1 | -5.0%
CC1NC(=O)c2cc3ccccc3cc2-n2c1nc1ccccc1c2=O (stereo unspecified) | -1.5%
O=C(Nc1ccc2nc(SCCOc3ccccc3)sc2c1)c1ccco1 | -8.5%
CN(C)S(=O)(=O)Nc1ccc(Cc2ccncc2)cc1 | -2.3%
Cc1coc2cc3oc(=O)c(CCC(=O)O)c(C)c3cc12 | 9.1%
CCc1cccc(NC(=O)COC(=O)C2COc3ccccc3O2)c1 (stereo unspecified) | -15.5%
CCOc1ccccc1CN1CCN(Cc2ccon2)CC1CCO (stereo unspecified) | -6.4%
O=C(O)c1cccc(S(=O)(=O)N2CCCC(c3nc4c(nnn4Cc4ccc(F)cc4)c(=O)[nH]3)C2)c1 (stereo unspecified) | 12.1%
Cc1ccc(Cl)cc1N1CCN(CCNC(=O)Nc2ccc(Cl)cc2)CC1 | -40.7%[inhibitor]
Cc1nn(CCOc2ccccc2)c(=O)n1-c1ccc(Cl)cc1 | 4.7%
COc1ccc(N(CC(=O)NC2CCCC2)C(=O)CCC(=O)Nc2cc(C)on2)cc1 | -2.4%
O=C(NCc1cccc(F)c1)c1cccc(NC(=O)c2nsc3ccccc23)c1 | -12.2%
COc1cccc(CNC(=O)CN2N=C(c3ccc(C)cc3)CCC2=O)c1 | 2.7%
Cc1cc(C)nc(SCC(=O)N/N=C/c2cccc([N+](=O)[O-])c2)n1 | 4.2%
Cc1ccccc1CSc1ncc(CO)n1Cc1ccc(F)cc1 | -2.7%
COc1ccc(-c2nc(S(=O)(=O)c3ccccc3)c(N3CCCCC3)o2)cc1 | 6.6%
COc1ccc(/C=C/c2nnc(NC(C)=O)s2)cc1 | -16.6%
CCC(=O)c1ccc(OCC(=O)N(CC)CC2COc3ccccc3O2)cc1 (stereo unspecified) | 6.5%
Cc1cn(C)c(CC(=O)Nc2cccc(C#N)c2)c1C(=O)O | 2.9%
CCC1CCCCN1S(=O)(=O)c1cc2c3c(c1)CC(=O)N3CCC2 (stereo unspecified) | -10.9%
C/C(=N\NC(=S)Nc1cccc(C)c1)c1cc2ccccc2o1 | -6.9%
Cc1cc(C)cc(NC(=O)CSc2oc(-c3cccs3)nc2S(=O)(=O)c2ccccc2)c1 | 14.1%
N#Cc1c[nH]n2c(NC3CCCCC3)c(-c3ccccc3F)nc12 | 0.7%
Cc1nc2ccc(Br)cn2c1C(=O)N/N=C\c1ccccc1[N+](=O)[O-] | 5.6%
O=NN(CCc1ccncc1)c1ccc(OCc2ccccc2)cc1 | 16.4%
C=C1N(C)c2cc([N+](=O)[O-])c(N)cc2C1(C)C | -8.4%
CCOc1ccc(-c2cc3c(=O)n(Cc4nc(-c5ccc(OC)cc5OC)oc4C)ccn3n2)cc1Cl | -5.2%
C/C(=N\NC(=O)c1cccc(S(=O)(=O)N2CCCC2)c1)c1ccc(F)cc1 | 5.9%
Cc1cccc(NC(=O)CSc2c(C)cnc3c2c(=O)n(C)c(=O)n3C)c1C | -0.3%
Cc1ccc(-c2nc3c(c(=O)c4ccccc4n3C)c(=O)n2-c2ccc(F)cc2)cc1 | -5.5%
O=C(NCc1ccccc1)c1cc(-c2cccc(O)c2)on1 | 4.6%
O=C(NC(C(=O)N/N=C/c1ccncc1)c1n[nH]c(=O)c2ccccc12)c1ccccc1 (stereo unspecified) | 12.5%

Continued:
smiles	aSyn tox rescue
CCCCn1c(N)c(N(CCOC)C(=O)COC(=O)C(C)(C)Oc2ccc(Cl)cc2)c(=O)[nH]c1=O	-4.0%
COc1ccccc1CNC(=O)c1cc(S(=O)(=O)N2CCCCCC2)cn1C	-3.1%
CCOC(=O)C=Cc1ccc(C(=O)OCC)[nH]1	7.3%
COc1ccc(CNC(=O)Cc2c(C)c3cc4c(C)coc4c(C)c3oc2=O)cc1	8.5%
Fc1ccccc1-c1nc(N2CCN(c3cccc(Cl)c3)CC2)c2ccccc2n1	-4.8%
Cc1ccc(C(=O)N2CC(C(=O)O)C2)cc1	-1.9%
COc1ccc(Cl)cc1S(=O)(=O)NCc1nc2nc(C)cc(C)n2n1	-3.0%
O=C1OCCC/C1=C\c1ccc2c(c1)OCO2	-1.7%
Cc1cccc(CNC(=O)CN2C(=O)C3CCCCN3c3ccc(C(=O)N4CCCC4)cc32)c1 (stereo unspecified)	-2.4%
O=C(CSc1nnc(NC(=O)C2CC2)s1)Nc1ccccc1C(F)(F)F	-5.7%
CCC(CC)C(=O)Nc1cc(-c2ccccc2F)nn1-c1ccccc1	-5.7%
Cc1ccc(Oc2c(C(F)(F)F)oc3c(CN4CCCCC4C)c(O)ccc3c2=O)cc1 (stereo unspecified)	4.1%
CCc1ccccc1Nc1cc(C(=O)NC(C)c2ccccc2)c2ccccc2n1 (stereo unspecified)	-3.1%
CCc1nnc(NC(=O)CSc2nccn2-c2cccc(C)c2)s1	-9.0%
O=C(CCNC(=O)c1ccccc1Cl)Nc1nc2ccccc2s1	0.8%
O=C(NCc1nnnn1-c1ccc(F)c(F)c1)c1ccc2ccccc2c1	5.8%
Cc1ccc(SCC(=O)NNC(=O)c2ccccc2)c(C)c1	-0.6%
O=C(NC1CCCCC1)C(c1ccc(F)cc1)N(CCN1CCOCC1)C(=O)c1ccc(-c2ccccc2)[nH]1 (stereo unspecified)	-5.1%
CCC[C@H]1CN(c2ccc(Br)cc2)C(=O)[C@@H]1CC(=O)NC	6.9%
Cc1ccc(NC(=O)Cn2c(=O)oc3ccccc32)cc1C	-10.1%
COc1ccc(C2=NN(S(C)(=O)=O)C(c3cn(-c4ccccc4)nc3-c3cccs3)C2)cc1 (stereo unspecified)	1.6%
COc1cc(C(=O)NC2CCCCCCC2)cc(OC)c1OC	-11.4%
CC(C)OCCCNC(=O)CCCn1c(SCC(N)=O)nc2c(sc3ccccc32)c1=O	-3.2%
Cc1ccc([N+](=O)[O-])cc1S(=O)(=O)N1CCn2cccc2C1c1ccccc1 (stereo unspecified)	7.4%
O=C(O)c1ccccc1SC1CC(=O)N(c2cccc3ccccc23)C1=O (stereo unspecified)	-67.1%[inhibitor]
CC(C)COC(=O)N(C)C[C@@H]1OCc2cnnn2CCCC(=O)N([C@H](C)CO)C[C@H]1C	6.3%
Cc1c(C(=O)Nc2ccccc2F)sc2nc3n(c(=O)c12)CCC3	-3.3%
O=C(OCc1cn([C@H]2CN(C(=O)c3cccs3)[C@@H](c3ccccc3)C[C@@H]2O)nn1)c1ccccc1	4.6%
Cc1nc2nncn2c(Nc2ccccc2)c1C	-0.6%
CC(=O)Nc1ccc(NC(=O)C(C)OC(=O)C2CCN(S(=O)(=O)c3ccccc3C(F)(F)F)CC2)cc1 (stereo unspecified)	2.7%

Grouped by structure: the compounds so far with a CF3 group.
smiles	aSyn tox rescue
O=C(CSc1nnc(NC(=O)C2CC2)s1)Nc1ccccc1C(F)(F)F	-5.7%
Cc1ccc(Oc2c(C(F)(F)F)oc3c(CN4CCCCC4C)c(O)ccc3c2=O)cc1 (stereo unspecified)	4.1%
CC(=O)Nc1ccc(NC(=O)C(C)OC(=O)C2CCN(S(=O)(=O)c3ccccc3C(F)(F)F)CC2)cc1 (stereo unspecified)	2.7%

Other structures:
smiles	aSyn tox rescue
Cc1ccc(C)c(NC(=O)CCc2nc3cccnc3n2Cc2cccs2)c1	-4.1%
CCOC(=O)c1ccc(NC(=O)CC2Nc3cc(C)c(C)cc3NC2=O)cc1 (stereo unspecified)	-11.1%
Cc1ccccc1Nc1ncnc2c1cnn2C	-3.2%
C#CCOn1c(-n2nc(C)cc2C)nc2ccccc2c1=O	2.2%
O=C1[C@H]2[C@@H](c3ccccc3)N[C@]3(CCCN(Cc4ccccc4)C3=O)[C@H]2C(=O)N1Cc1ccccc1	-5.1%
COC(=O)CN1C(=O)C(C)(C)c2cc(S(=O)(=O)NCc3ccc(Cl)cc3)ccc21	3.4%
Cc1ccccc1-c1nc(CS(=O)(=O)CC(=O)NCCCc2ccccc2)c(C)o1	-0.1%
Cc1ccc(NC(=O)/C(Cl)=C\c2ccccc2)cc1	-24.8%
COc1ccc(Nc2ncc(C(=O)N3CCN(c4ccc(F)cc4)CC3)c3ccccc23)cc1	24.6%
CCS(=O)(=O)c1ccc(O)c(NC(=O)/C=C/c2ccccc2)c1	2.1%
CCCCN(CCCC)C(=O)c1c[nH]c2ccc(S(=O)(=O)Nc3cccc(Cl)c3C)cc2c1=O	?
COc1ccc(NC(=O)CCS(=O)(=O)c2ccc3c(c2)oc(=O)n3C)cc1OC	-4.1%
CC1(C)O[C@H]2[C@@H](O1)[C@@H](C(=O)Nc1ccccc1C(F)(F)F)O[C@@H]1OC(C)(C)O[C@@H]12	-4.6%
CC(C)CC1Nc2ccc(C(=O)NCCCN3CCOCC3)cc2NC1=O (stereo unspecified)	-7.2%
CCc1ccc(NC(=O)Cn2c(=O)n(CCCCC(=O)NCc3ccc4c(c3)OCO4)c(=O)c3ccccc32)cc1	-4.4%
CCOc1ccc(-n2c(SCC(=O)Nc3ccccc3OC)nc3c(oc4ccccc43)c2=O)cc1	2.3%
COc1cccc(N/N=C/c2cccc(Br)c2O)c1	-16.6%
Cc1ccc(C)c(SCC(=O)Nc2ccc(S(=O)(=O)Nc3ncccn3)cc2)c1	-3.4%
Cc1ccc(NC(=O)c2cc(S(=O)(=O)NCCc3ccc(Cl)cc3)ccc2F)cc1	0.7%
Cc1ccc(OCC(=O)N2CCN(S(C)(=O)=O)CC2)cc1	3.5%
Cc1ccc2nsnc2c1NC(=O)c1ccc([N+](=O)[O-])o1	6.1%
Cc1cccc(NC(=O)Cn2nc(-c3ccc(Cl)cc3)c3ccccc3c2=O)c1	-8.8%
C[C@]1(C(=O)O)Cc2oncc2C[C@@H]1C(=O)O	-12.5%
Cc1onc(-c2c(F)cccc2Cl)c1C(=O)Nc1ccc(OC(C)C)cc1	1.7%
O=C(c1ccco1)c1cn(CCOc2ccc(F)cc2)c2ccccc12	1.2%
CCn1cc(S(=O)(=O)CC(=O)N2CCc3ccccc32)c2ccccc21	3.6%
O=C(Nc1ccccc1)c1cccc(S(=O)(=O)Nc2cccc(F)c2)c1	3.0%
CCC(=O)N1CCc2cc(Br)cc(S(=O)(=O)CCC(=O)N(C)c3cccc(C)c3)c21	2.8%
N#CCSc1ccccc1NC(=O)COC(=O)C1CCN(C(=O)c2ccc(Cl)cc2)CC1	3.8%
COc1ccc(-c2nc(C)c(CCNC(=O)c3ccc(F)c(F)c3)s2)cc1	-0.3%
CCc1ccc(-n2c(=O)c3c(C)c(C)sc3n(CC(=O)NCc3ccc(C)cc3)c2=O)cc1	-5.8%
CCCCn1c(N)c(N(CC)C(=O)c2ccc(Cl)c(Cl)c2)c(=O)[nH]c1=O	-2.4%
Cc1ccc(CNC(=O)Cn2c(=O)n(-c3cccc(Cl)c3)c(=O)c3sc4ccccc4c32)cc1	8.6%

The list is partial; rates above refer to the full screens.
